GASC1 inh – inhibitors of human demethylase GASC-1 KDM4C; Q9H3R0; GST-KDM4C 2-372, H3K9me3 peptide, LANCE TR-FRET; inhibition, % at 12.5 µM; 0.15% of 96,000 active; AID 720574;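 active = mean replicate inhibition above about 25%, with at least 55% of replicates also reaching it, limit read from the data, passing the limit was not always enough; inconclusive = only one of those two conditions met; inactive = neither condition met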
Target sequence (Q9H3R0 2-372 limits assumed): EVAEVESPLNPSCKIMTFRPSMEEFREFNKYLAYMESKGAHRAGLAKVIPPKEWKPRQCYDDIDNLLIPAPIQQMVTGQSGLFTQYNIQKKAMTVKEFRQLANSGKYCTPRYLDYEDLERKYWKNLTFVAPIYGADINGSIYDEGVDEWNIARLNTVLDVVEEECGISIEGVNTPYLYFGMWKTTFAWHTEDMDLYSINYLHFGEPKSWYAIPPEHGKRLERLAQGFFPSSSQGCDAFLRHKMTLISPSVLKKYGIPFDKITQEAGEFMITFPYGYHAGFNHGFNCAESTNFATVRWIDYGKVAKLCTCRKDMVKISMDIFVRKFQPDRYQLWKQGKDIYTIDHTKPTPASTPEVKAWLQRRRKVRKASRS
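Material: N-terminal GST-fused human GASC-1 (KDM4C) fragment, residues 2-372. Input: 10 nM enzyme. Incubation: enzyme reaction 30 min, then detection 60 min, both room temperature. Doses: one test concentration per compound. Read-out basis: inhibition from TR-FRET ratio decrease. Detection: LANCE TR-FRET, excitation 340 nm, emissions 618 and 671 nm.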
C diff growth – blocks growth of Clostridium difficile | 0.25% of 86,000 active | Clostridium difficile clinical isolate growth, OD600, 24 h; active compounds read low | growth activity, negative = inhibition, % at 16 µg/mL (by protocol);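 active = mean growth activity at or below -80% and every replicate also at or below -80%; inconclusive = mean at or below -80% but some replicate above -80%; inactive = mean growth activity above -80%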;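 also: 0% = DMSO wells and -100% = levofloxacin 16 µg/mL wells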
Pf Dd2 inh – P. falciparum Dd2 growth inhibition; SYBR Green, 72 h; active compounds read low; activity change, % at 10 µM; 2.3% of 94,000 active; AID 1159554; in the data active = activity change below about -80%; inconclusive = no clear call, values can overlap the other calls
T cruzi growth – inhibitors of T. cruzi proliferation | T. cruzi beta-gal in NIH3T3, GalScreen luminescence, 90 h | inhibition, % at 8.34 µM | 5.9% of 77,000 active | AID 624255;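 active = mean inhibition above about 93%, with at least 55% of replicates each passing it, limit read from the data, passing the limit was not always enough; inconclusive = only one of those two conditions holds; inactive = neither condition holds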
The depositor's hits bear a star; ? = inconclusive; / = no result given; & = joins results of further samples.

SMILES | GASC1 inh | C diff growth | Pf Dd2 inh | T cruzi growth
COc1cccc(S(=O)(=O)N[C@H]2CC[C@@H](CC(=O)NCc3ccc(F)cc3)O[C@@H]2CO)c1 | -0.1 | -12 | -1 | 48
C[C@H]1CCCCO[C@@H](CN(C)Cc2ccc(C(=O)O)cc2)[C@@H](C)CN([C@@H](C)CO)C(=O)c2cc(NC(=O)Cc3ccccc3)ccc2O1 | 0.7 | 7 | -28 | 27
CCCNC(=O)C[C@@H]1C[C@H]2c3cc(NS(=O)(=O)c4ccc(F)cc4)ccc3O[C@H]2[C@@H](CO)O1 | -0.6 | 0 | 2 | -16
CC(C)CC#Cc1ccc2c(c1)O[C@@H](CN(C)C(=O)Cc1ccncc1)[C@@H](C)CN([C@H](C)CO)S2(=O)=O | 3.0 | 4 | ? | 84
CN1CCN(C(=O)C[C@@H]2C[C@@H]3c4cc(NC(=O)C5CCC5)ccc4O[C@@H]3[C@@H](CO)O2)CC1 | -0.1 | 0 | 29 | 20
COCC(=O)N1C[C@H]2[C@@H](c3ccccc31)[C@H](CO)N2C(=O)Nc1ccccc1Cl | 0.7 | 5 | -10 | 7
COc1ccc(S(=O)(=O)N(C)C[C@@H]2OCCCC[C@H](C)Oc3ccc(NS(=O)(=O)c4cn(C)cn4)cc3C(=O)N([C@@H](C)CO)C[C@@H]2C)cc1 | -0.2 | / | -55 | 50
Cc1noc(C)c1S(=O)(=O)N(C)C[C@@H]1Oc2ccc(NC(=O)NC3CCCCC3)cc2CC(=O)N([C@H](C)CO)C[C@H]1C | -0.5 | -3 | 17 | 28
Cc1noc(C)c1NC(=O)N(C)C[C@H]1OCCCC[C@@H](C)Oc2ccc(NC(=O)C3CCCCC3)cc2C(=O)N([C@H](C)CO)C[C@H]1C | 0.5 | 0 | -10 | 23
Cc1noc(C)c1S(=O)(=O)N(C)C[C@H]1OCc2cnnn2CCCC(=O)N([C@@H](C)CO)C[C@H]1C | -0.9 | / | 1 | -17
C[C@H](CO)N1C[C@H](C)[C@@H](CN(C)Cc2ccc(Cl)c(Cl)c2)Oc2ccc(NS(C)(=O)=O)cc2C1=O | 0.6 | -4 | -51 | 15
CCS(=O)(=O)Nc1ccc2c(c1)C(=O)N(C)C[C@@H](OC)[C@H](C)CN(C(=O)C1CCC1)[C@@H](C)CO2 | -1.4 | 4 | 12 | 3
C/C=C/c1ccc2c(c1)O[C@@H](CN(C)C(=O)c1ccc(F)cc1)[C@@H](C)CN([C@H](C)CO)S2(=O)=O | 0.1 | 4&3 | -4&0 | /
O=C(CC1CC1)N1CC2(C1)[C@H](c1ccccc1)[C@H](CO)N2Cc1cccc(F)c1 | -0.1 | -2 | 16 | /
CO[C@@H]1CN(C)C(=O)c2cc(NC(=O)c3ccc(F)cc3)ccc2OC[C@H](C)N(C)C[C@H]1C | -0.2 | -1 | / | -80
O=C(c1cccc(F)c1)N1CC[C@@H]2[C@H](CO)Nc3ccc(-c4ccc(F)cc4)cc3[C@@H]21 | 4.6 | -2 | -14 | 87
C[C@@H](NC(=O)C[C@H]1C[C@@H]2c3cc(NC(=O)NC4CCCC4)ccc3O[C@@H]2[C@@H](CO)O1)c1ccccc1 | 1.7 | / | -17 | -9
COc1ccc(CN(C)C[C@H]2OCCCC[C@@H](C)Oc3ccc(NC(=O)Nc4cccc5ccccc45)cc3C(=O)N([C@H](C)CO)C[C@H]2C)cc1 | -3.4 | -11 | -87* | 118
C[C@H](CO)N1C[C@H](C)[C@@H](CN(C)S(C)(=O)=O)Oc2ccc(NS(=O)(=O)c3ccc(Cl)cc3)cc2C1=O | 0.4 | 1 | -15 | -5
c1ccc(-c2cc(CN3[C@@H]4CNC[C@H]3C4c3ccc(-c4ccncc4)cc3)no2)cc1 (some centres undefined) | -0.7 | -10 | -8 | /
COCC#Cc1ccc([C@H]2[C@@H](CO)N3C(=O)CN(C(=O)CN4CCOCC4)C[C@H]23)cc1 | 0.6 | -1 | 25 | /
O=C(C1CCC1)N1CCCCN2[C@H](CO)[C@@H](c3ccc(C#CC4(O)CCCC4)cc3)[C@H]2C1 | 1.1 | -6 | 11 | -20
COCC(=O)N1C[C@H](C)[C@@H](OC)CN(C)C(=O)c2ccc(NC(=O)c3cnccn3)cc2OC[C@H]1C | 1.0 | / | -1 | 22
O=C(C[C@H]1C[C@@H]2c3cc(NC(=O)Nc4ccc(C(F)(F)F)cc4)ccc3O[C@@H]2[C@@H](CO)O1)NCc1ccccn1 | 0.4 | 1 | -42 | 35
C[C@H]1CN([C@@H](C)CO)C(=O)Cc2cc(NC(=O)Cc3ccccc3)ccc2O[C@@H]1CN(C)Cc1ccc2c(c1)OCO2 | 1.5 | -4 | -44 | 102*
C[C@H](CO)N1C[C@H](C)[C@H](CN(C)S(=O)(=O)c2cccs2)OCCCC[C@H](C)Oc2ccc(NC(=O)Nc3ccc(C(F)(F)F)cc3)cc2C1=O | 0.7 | -4 | -28 | 86
Cc1ccc(S(=O)(=O)N(C)C[C@H]2Oc3c(NC(=O)Nc4ccc(F)cc4)cccc3C(=O)N([C@@H](C)CO)C[C@H]2C)cc1 | -1.3 | -12 | -33 | 41
Cc1noc(C)c1NC(=O)N(C)C[C@@H]1Oc2ccc(NC(=O)Cc3cn(C)c4ccccc34)cc2C(=O)N([C@@H](C)CO)C[C@H]1C | -2.7 | / | -10 | -162
Cc1noc(C)c1S(=O)(=O)N(C)C[C@H]1Oc2ccc(NS(=O)(=O)c3ccccc3)cc2CC(=O)N([C@H](C)CO)C[C@@H]1C | 45* | 1 | -5 | 14
O=C(C1CC1)N1CCCCN2[C@H](C1)[C@@H](c1ccc(-c3cccc(F)c3)cc1)[C@@H]2CO | 1.4 | -19 | 5 | 33
CCCNC(=O)Nc1ccc2c(c1)OC[C@@H](C)N(C(=O)c1ccccc1F)C[C@@H](C)[C@H](OC)CN(C)C2=O | 1.5 | / | -27 | -29
CC(=O)N1CC[C@@H]2[C@H](CO)Nc3ccc(C#Cc4ccccc4F)cc3[C@@H]21 | -0.7 | -14 | -67 | ?
Cc1noc(C)c1NC(=O)N(C)C[C@H]1Oc2cc(C#CCC3CCCC3)ccc2S(=O)(=O)N([C@H](C)CO)C[C@H]1C | 0.0 | 12 | -31 | /
COc1ccccc1S(=O)(=O)Nc1ccc2c(c1)C(=O)N(C)C[C@H](OC)[C@H](C)CN[C@H](C)CO2 | -1.5 | / | -38 | 10
C[C@H]1CN([C@@H](C)CO)C(=O)c2cc(Br)cnc2O[C@@H]1CN(C)S(C)(=O)=O | 0.1 | 3 | 16 | 20
CC(C)NC(=O)N(C)C[C@@H]1Oc2cc(C#Cc3ccc(F)cc3)ccc2S(=O)(=O)N([C@H](C)CO)C[C@H]1C | -4.3 | 5 | -51 | 1
CC(C)C#Cc1ccc([C@@H]2[C@H](CO)N3CCCCN(C(=O)c4ccc(F)cc4)C[C@@H]23)cc1 | -0.1 | -1 | -35 | 47
OC[C@@H]1[C@H](c2ccc(C#CC3CC3)cc2)[C@@H]2CN(CCC(F)(F)F)CCCCN12 | / | 29 | 9 | 99*
COCC(=O)Nc1ccc2c(c1)[C@H]1C[C@@H](CC(=O)NCc3ccc(Cl)cc3)O[C@H](CO)[C@H]1O2 | -3.0 | -2 | -12 | -17
C/C=C/c1ccc([C@H]2[C@@H](CO)N(Cc3ccccc3)[C@H]2CNC(=O)C2CC2)cc1 | / | 10 | -4 | /

Already shown: 10 of the compounds above.
SMILES | GASC1 inh | C diff growth | Pf Dd2 inh | T cruzi growth
CCCNC(=O)Nc1ccc2c(c1)OC[C@@H](C)N(C(=O)c1ccccc1F)C[C@@H](C)[C@H](OC)CN(C)C2=O | 1.5 | / | -27 | -29
CC(=O)N1CC[C@@H]2[C@H](CO)Nc3ccc(C#Cc4ccccc4F)cc3[C@@H]21 | -0.7 | -14 | -67 | ?
Cc1noc(C)c1NC(=O)N(C)C[C@H]1Oc2cc(C#CCC3CCCC3)ccc2S(=O)(=O)N([C@H](C)CO)C[C@H]1C | 0.0 | 12 | -31 | /
COc1ccccc1S(=O)(=O)Nc1ccc2c(c1)C(=O)N(C)C[C@H](OC)[C@H](C)CN[C@H](C)CO2 | -1.5 | / | -38 | 10
C[C@H]1CN([C@@H](C)CO)C(=O)c2cc(Br)cnc2O[C@@H]1CN(C)S(C)(=O)=O | 0.1 | 3 | 16 | 20
CC(C)NC(=O)N(C)C[C@@H]1Oc2cc(C#Cc3ccc(F)cc3)ccc2S(=O)(=O)N([C@H](C)CO)C[C@H]1C | -4.3 | 5 | -51 | 1
CC(C)C#Cc1ccc([C@@H]2[C@H](CO)N3CCCCN(C(=O)c4ccc(F)cc4)C[C@@H]23)cc1 | -0.1 | -1 | -35 | 47
OC[C@@H]1[C@H](c2ccc(C#CC3CC3)cc2)[C@@H]2CN(CCC(F)(F)F)CCCCN12 | / | 29 | 9 | 99*
COCC(=O)Nc1ccc2c(c1)[C@H]1C[C@@H](CC(=O)NCc3ccc(Cl)cc3)O[C@H](CO)[C@H]1O2 | -3.0 | -2 | -12 | -17
C/C=C/c1ccc([C@H]2[C@@H](CO)N(Cc3ccccc3)[C@H]2CNC(=O)C2CC2)cc1 | / | 10 | -4 | /

The results go on:
SMILES | GASC1 inh | C diff growth | Pf Dd2 inh | T cruzi growth
OC[C@@H]1Nc2ccc(-c3ccccc3)cc2[C@@H]2[C@H]1CCN2Cc1ccccc1F | 2.9 | -7 | -16 | 42
Cc1noc(C)c1NC(=O)Nc1ccc2c(c1)CC(=O)N([C@@H](C)CO)C[C@H](C)[C@@H](CN(C)Cc1ccc(C(=O)Nc3ccccc3N)cc1)O2 | 17 | 2 | -27 | /
COc1ccc(NC(=O)Nc2cccc3c2O[C@@H](CN(C)C)[C@@H](C)CN([C@@H](C)CO)C3=O)cc1 | 1.9 | 1 | 12 | /
COc1ccccc1CNC(=O)C[C@@H]1C[C@@H]2c3cc(NC(=O)Cc4ccncc4)ccc3O[C@@H]2[C@H](CO)O1 | -0.9 | 1 | -47 | -45
C[C@@H]1CN([C@@H](C)CO)C(=O)c2cc(NC(=O)CCCN(C)C)ccc2O[C@@H]1CN(C)Cc1ccc(C(=O)O)cc1 | 0.1 | 0 | -7 | 24
C[C@@H]1CN([C@H](C)CO)C(=O)CCCn2cc(nn2)CO[C@@H]1CN(C)C(=O)c1cc(-c2ccccc2)on1 | -0.5 | -2 | 14 | 58
C[C@@H]1CCCCO[C@H](CN(C)S(=O)(=O)c2ccc(F)cc2)[C@@H](C)CN([C@@H](C)CO)C(=O)c2cc(NS(=O)(=O)c3ccc(Cl)cc3)ccc2O1 | -0.2 | 2 | -51 | 97*
COCC(=O)N1[C@H](CO)[C@H]2c3ccccc3N(C(=O)c3cccc(OC)c3)C[C@H]21 | 1.0 | -3 | -2 | 31
CCS(=O)(=O)N[C@H]1C=C[C@@H](CC(=O)NC2Cc3ccccc3C2)O[C@@H]1CO | 0.3 | / | 7 | -9
Cc1noc(C)c1NC(=O)Nc1cccc2c1O[C@@H](CN(C)C(=O)Nc1ccccc1)[C@H](C)CN([C@H](C)CO)C2=O | 0.1 | 8 | 28 | -1
CCC(=O)N1CCCCN2[C@@H](CO)[C@H](c3ccc(-c4cccc(C#N)c4)cc3)[C@@H]2C1 | 0.7 | -2 | 27 | 107*
C[C@@H]1CN([C@H](C)CO)C(=O)c2cc(-c3ccccc3)cnc2O[C@H]1CN(C)C(=O)Cc1ccccc1 | 2.7 | 7 | -1 | -99
CO[C@H]1CN(C)C(=O)c2ccc(NS(=O)(=O)c3cn(C)cn3)cc2OC[C@@H](C)N(CCC(F)(F)F)C[C@H]1C | 0.4 | / | 11 | 57
C[C@@H]1CN([C@H](C)CO)C(=O)Cc2cc(NC(=O)CCC(F)(F)F)ccc2O[C@@H]1CN(C)Cc1ccc(C(=O)O)cc1 | -1.4 | 0 | 12 | 34
O=C(N[C@H]1CC[C@H](CC(=O)N2CCN(c3ccccc3)CC2)O[C@@H]1CO)c1ccccc1 | 2.4 | / | 1 | 61
C[C@H](CO)N1C[C@H](C)[C@H](CN(C)Cc2ccccc2C(=O)O)OCc2cnnn2CCCC1=O | -0.9 | / | -1 | 16
CN(C)CC(=O)N1[C@H](CO)[C@H](c2ccc(/C=C/c3ccccc3)cc2)[C@@H]1C#N | 1.8 | 1 | 38 | 4
C[C@H]1CN([C@@H](C)CO)C(=O)c2cc(NC(=O)C3CCCCC3)ccc2O[C@@H]1CN(C)S(C)(=O)=O | -0.7 | -1 | 11 | -9
CNC[C@@H]1OCCCC[C@@H](C)Oc2ccc(NS(=O)(=O)c3ccc(OC)cc3)cc2C(=O)N([C@@H](C)CO)C[C@H]1C | 0.3 | -2 | 16 | -8
CCCNC(=O)N1C[C@H](O)COC[C@H]2O[C@H](CC(=O)NCc3ccc(Cl)c(Cl)c3)CC[C@@H]21 | -1.4 | -4&-5 | -2 | 23

Complete entries as entered above. Order of screens: GASC1 inh | C diff growth | Pf Dd2 inh | T cruzi growth
Entry for O=C(N[C@H]1CC[C@H](CC(=O)N2CCN(c3ccccc3)CC2)O[C@@H]1CO)c1ccccc1 → 2.4 | / | 1 | 61
Entry for Cc1noc(C)c1NC(=O)N(C)C[C@H]1OCCCC[C@@H](C)Oc2ccc(NC(=O)C3CCCCC3)cc2C(=O)N([C@H](C)CO)C[C@H]1C → 0.5 | 0 | -10 | 23

Compounds as they come (roughly 7.2% active in at least one column).
